FXIa single inh: inhibitors of human coagulation factor XIa; inhibition, % at 10 µM; AID 687; 0.3% of 33,000 active; purified human FXIa, fluorogenic AMC substrate cleavage; P03951;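 active = inhibition above 40% in the primary screen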;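 also: 0% = enzyme without compound and 100% = blank wells lacking enzyme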
Target sequence (P03951 19-387 limits assumed): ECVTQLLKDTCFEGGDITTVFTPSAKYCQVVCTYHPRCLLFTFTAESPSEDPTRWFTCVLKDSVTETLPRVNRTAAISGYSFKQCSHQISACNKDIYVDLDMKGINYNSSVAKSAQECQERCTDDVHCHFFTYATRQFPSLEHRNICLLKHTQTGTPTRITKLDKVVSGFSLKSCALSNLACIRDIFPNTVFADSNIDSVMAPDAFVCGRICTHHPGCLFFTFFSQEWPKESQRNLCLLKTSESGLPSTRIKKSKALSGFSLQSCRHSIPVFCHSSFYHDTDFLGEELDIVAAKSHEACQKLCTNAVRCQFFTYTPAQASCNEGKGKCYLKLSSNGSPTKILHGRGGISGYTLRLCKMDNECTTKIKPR
Target sequence (P03951 388-625 limits assumed): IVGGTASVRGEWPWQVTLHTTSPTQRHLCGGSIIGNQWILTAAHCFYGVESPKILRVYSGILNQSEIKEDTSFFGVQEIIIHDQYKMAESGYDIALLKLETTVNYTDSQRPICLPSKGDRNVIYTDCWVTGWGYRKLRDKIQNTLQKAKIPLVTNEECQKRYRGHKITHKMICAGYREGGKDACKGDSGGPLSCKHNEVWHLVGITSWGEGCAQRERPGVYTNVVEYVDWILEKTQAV
FXIIa inh: blocks human coagulation factor XIIa activity. purified human FXIIa, AMC substrate fluorescence, 2 h. inhibition, % at 10 µM. 0.2% of 33,000 active; in the data active = inhibition above about 30%;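 also: 0% = enzyme with vehicle only and 100% = no enzyme blank; many of its hits are not listed in these tables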
The depositor's hits bear a star. A portion of the library; the hit share may differ from the screen's.

SMILES | FXIa single inh | FXIIa inh
COc1ccc(/C(O)=C2/C(=O)C(=O)N(CCN(C)C)C2c2ccccn2)cc1OC (configuration not stated) | -0.9 | 4.5
Cc1cccc(NC(=O)Cn2c(=O)n(CCC(=O)NC3CCCC3)c(=O)c3ccccc32)c1 | 10.9 | 4.7
O=C(NC1(C(F)(F)F)NC(=O)N(Cc2ccco2)C1=O)c1cccnc1 (configuration not stated) | 0.4 | 7.4
COc1ccc(/C=N/NC(=O)CCc2c(C)n[nH]c2C)cc1OC | -8.8 | 8.3
O=C(COc1ncnc2scc(-c3ccc(F)cc3)c12)NCc1ccco1 | 4.0 | 1.1
COC(=O)/C(=C/Nc1ccc(O)cc1)[N+](=O)[O-] | -6.5 | 7.5
COc1cccc(NC(=O)N2CCCC(C(=O)NCc3ccc(F)cc3)C2)c1 (configuration not stated) | -3.2 | 3.5
Cc1ccc(C)c(C(=O)Cn2ncc(Cl)c(Cl)c2=O)c1 | 25.7 | -13.6
COc1cccc(C(=O)Oc2cc(-c3ccccc3)no2)c1 | -1.7 | 0.1
Cc1[nH]c(=O)[nH]c(=O)c1S(=O)(=O)N1CCCC(C(=O)NCCc2ccc(Cl)cc2)C1 (configuration not stated) | 4.8 | 5.1
Cc1ccc(C(c2nnnn2C2CCCC2)N2CCN3CCCC3C2)cc1 (configuration not stated) | -1.9 | 6.5
CN(C)c1ccc(NC(=O)CC2NCCNC2=O)cc1 (configuration not stated) | 4.9 | 8.2
CN1CCN(CCCNC(=O)c2nnc(Cc3c(F)cccc3Cl)o2)CC1 | -1.9 | 9.5
O=S(=O)(NCc1cccnc1)c1ccc2c(c1)OCCO2 | -4.0 | 3.5
CCS(=O)(=O)N1CCN(C(=O)CC(C)C)CC1 | 0.5 | 5.5
COc1cccc(OC)c1C(=O)Nc1ccc(CN2CCCCC2)cc1 | 5.2 | 6.2
CCC(=O)N(CC)c1nc(-c2cc(OC)ccc2OC)cs1 | 7.0 | 5.9
Cc1nc([N+](=O)[O-])c(Br)n1CC(=O)c1ccccc1 | -9.7 | 9.2
Cc1ccc(-c2nn3c(C)nnc3c3ccccc23)cc1S(=O)(=O)NC(C)c1ccccc1 (configuration not stated) | -10.2 | 3.1
Cc1ccc(S(=O)(=O)N2CN(Cc3ccco3)c3nc4ccccc4nc32)cc1C | 5.4 | 7.4
CC(=O)Nc1cccc(C(=O)OCc2ccccc2)c1 | -7.9 | 5.1
Cc1nc2c(n1O)CCC/C2=N\O | -1.7 | -13.9
CCC1Oc2ccccc2N(CC(=O)NCCc2ccc(OC)c(OC)c2)C1=O (configuration not stated) | 3.1 | 3.5
N#C/C(=C(\O)Cc1ccccc1)c1nc2ccccc2[nH]1 | 13.1 | -12.8
CC1CN(C(=O)COc2ncnc3ccccc23)CC(C)O1 (configuration not stated) | 2.5 | 9.1
Cc1ccc(C(=O)c2coc3ccc(O)c(Cl)c23)cc1 | -0.5 | -2.8
CN(C)c1cccc(C(=O)Nc2cccc(F)c2)c1 | 0.6 | 0.8
CCCC(C)C(=O)Nc1ccc(NC(C)=O)cc1 (configuration not stated) | -4.7 | 3.9
CCCCCCCCCC(=O)OCC(O)CO (configuration not stated) | 1.1 | 4.1
CCn1c(N)c(C(=O)NC2CCCCC2)sc1=S | 0.3 | 5.2
CCCNC(=S)N1CCC(NC(=O)C2CCCCC2)CC1 | 7.0 | 2.9
Oc1ccccc1/C=N/Nc1nccnc1Cl | 35.0 | -11.9
COc1ccc(C(c2c[nH]c3ccccc23)c2c[nH]c3ccccc23)cc1O | 1.9 | 3.0
COc1ccccc1CC(=O)N1CCN(c2ccccn2)CC1 | -8.1 | 6.2
O=C(c1ccc(O)cc1)c1ccc(C(=O)c2ccc(O)cc2)cc1 | 4.2 | 4.3
Cc1nc2ccc(-c3nc4ccccc4o3)cc2[nH]1 | -10.5 | 6.2

Reformatted: 3 of the compounds above
> CCCNC(=S)N1CCC(NC(=O)C2CCCCC2)CC1
  FXIa single inh = 7.0	FXIIa inh = 2.9
> Oc1ccccc1/C=N/Nc1nccnc1Cl
  FXIa single inh = 35.0	FXIIa inh = -11.9
> COc1ccc(C(c2c[nH]c3ccccc23)c2c[nH]c3ccccc23)cc1O
  FXIa single inh = 1.9	FXIIa inh = 3.0

(further entries)
SMILES | FXIa single inh | FXIIa inh
O=C(Cc1n[nH]c(=O)c2ccccc12)OCC(=O)c1ccc2c(c1)OCCO2 | 1.8 | 5.8
COCCNC(=O)c1c[nH]n2c(=O)cc(C3CCN(C(=O)OC(C)(C)C)CC3)nc12 | -14.6 | -12.8
Cc1cc(N2C(=O)C(=O)/C(=C(/O)c3ccccc3)C2c2cccc(Br)c2)no1 (configuration not stated) | -0.6 | 3.5
O=C(Nc1cc(Cl)ccn1)C1CCN(S(=O)(=O)c2cccs2)CC1 | -9.2 | 2.6
c1ccc(CNn2nnnc2-c2ccccc2)cc1 | 2.1 | 7.2
CNC(=O)NC(=O)CSc1nc2ccccc2n1CCOC | -7.7 | 5.0
COC(=O)Nc1c(-c2ccccc2)nc2ccccn12 | -1.5 | 5.3
CC(C)COc1ccc(CNC(=S)N/N=C/c2ccc([N+](=O)[O-])cc2)cc1 | -4.7 | 5.4
CCOc1ccc(-c2nc(CSc3nnc(N)s3)cs2)cc1OC | -10.1 | -2.5
O=C(OCCN1CCCCC1)c1ccc(Cl)cc1 | 8.3 | 2.1
CCOC(=O)CSc1nc2c(sc(=S)n2Cc2ccco2)c(=O)n1-c1ccccc1 | 2.9 | 8.3
COC(=O)c1ccccc1NC(=O)C1COc2ccccc2O1 (configuration not stated) | 4.8 | -11.8
N#C/C(=C\c1ccccc1)c1n[nH]c(Cn2cncn2)n1 | 2.6 | 3.7
O=C(NC1CCCC1)C(c1cccs1)N(C(=O)c1ccco1)c1ccc2c(c1)OCO2 (configuration not stated) | -0.3 | 4.8
COC(=O)c1ccc(C)c(NC(=O)Cc2coc3cc(OC)ccc23)c1 | 2.3 | 0.6
Cc1c(NC(=O)c2ccccc2N(C)S(=O)(=O)c2ccccc2)c(=O)n(-c2ccccc2)n1C | -5.9 | -1.3
Clc1ccc(CN(CC2CCCO2)C(c2cccs2)c2nnnn2C2CCCC2)cc1 (configuration not stated) | -0.7 | -0.2
CCOC(=O)C1=C(C)NC2=C(C(=O)C(C(=O)OCC)C(c3cccc(OC)c3)C2)C1c1ccccn1 (configuration not stated) | -7.3 | -0.7
CC1Cc2ccccc2N1C(=O)COC(=O)c1cccnc1Cl (configuration not stated) | 6.1 | 6.6
CCCCSc1nc2ccccc2n1CC(=O)O | -4.9 | 12.6
CNC(=O)C(=O)NCCc1ccc(Cl)cc1 | -4.3 | 4.6
O=C(O)CCc1ccc(-c2ccccc2)n1CC1CCCO1 (configuration not stated) | 0.3 | 4.4
C=CCn1c(SCC(=O)O)nnc1-c1ccccc1 | -2.3 | 8.2
CCN(CC)S(=O)(=O)c1ccc(OC)nc1 | 2.8 | 7.1
Cc1cccc2nc(CSc3nnnn3-c3ccccc3)cn12 | 1.4 | 3.5
O=C(NCCN1CCOCC1)N1CCOCC1 | -0.3 | 4.0
O=C(Nc1c(F)c(F)c(F)c(F)c1F)NC1CCCCC1 | -2.9 | -0.6
COc1ccc(/C=N/n2c(=S)n(C)c3ccccc32)cc1OC | 25.1 | -14.6
O=C(CSc1nnc(COc2cccc3cccnc23)o1)N1CCN(C(=O)c2ccco2)CC1 | -0.7 | 8.7
CCCOc1ccc(C(=O)c2nc3c(n2O)CCCCC3)cc1 | 22.3 | -4.8
COc1ccc(N2CCN(CC(O)COc3ccc4c(c3)CCC4)CC2)cc1 (configuration not stated) | 0.1 | -5.6
O=C(c1ccccc1)c1c[nH]cc1-c1ccccc1 | -5.4 | 4.6
CCOC(=O)Cc1[nH]nc2c1C(C1C=CCCC1)C(C#N)=C(N)O2 (configuration not stated) | 2.8 | 3.7
C=C(C)CSc1nnc(-c2cccc(Cl)c2)n1N | 0.3 | 3.3
C=CC[n+]1c(-c2ccc(C)cc2)csc1NNC(=O)Nc1ccccc1 | -8.4 | 3.4
CN(C)c1ccc(C2OC(=O)C(C)(C)C(=O)C2(C)C)cc1 (configuration not stated) | 0.7 | 7.6
Cc1ccc2nc(NC(=O)CN(C)S(=O)(=O)c3ccc(Br)s3)sc2c1 | 7.2 | 3.2
CNC(=O)CN(c1ccc(C(C)C)cc1)S(C)(=O)=O | 2.4 | 4.8
CC(c1ccccc1F)n1cc(C(=O)NCCc2ccco2)nn1 (configuration not stated) | 0.3 | 5.4
COc1nc(C)ccc1-c1noc(-c2ccco2)n1 | 1.8 | 4.5
CC(=O)Nc1ccc(S(=O)(=O)N2CCSC2C(=O)O)cc1 (configuration not stated) | 4.7 | 4.3
O=C(NCc1ccccn1)C1CCN(S(=O)(=O)N2CCC3(CC2)OCCO3)CC1 | -4.7 | 16.5
COC(=O)c1[nH]c2c(c1C)C(=O)CC(c1cccs1)C2 (configuration not stated) | 1.7 | 1.9
c1ccc(-c2c(-c3ccccc3)n(Cc3ccco3)c3ncnc(NCCCn4ccnc4)c23)cc1 | 2.6 | -1.8
O=C(CCn1nnc2ccccc21)Nc1nnc(Cc2ccccc2)s1 | 3.5 | 3.9
CCOC(=O)C1(CC)NC(c2ccco2)C2C(=O)N(C)C(=O)C21 (configuration not stated) | 2.0 | 5.1
Cc1ccnc(N2C(=O)c3ccccc3C2O)c1 (configuration not stated) | 10.2 | 6.3
CCN(CC(=O)NCc1cccs1)S(=O)(=O)c1ccc(C(C)C)cc1 | -5.0 | 7.7

In another format: results already given.
> CCN(CC(=O)NCc1cccs1)S(=O)(=O)c1ccc(C(C)C)cc1
  FXIa single inh: -5.0; FXIIa inh: 7.7

> CCOC(=O)C1(CC)NC(c2ccco2)C2C(=O)N(C)C(=O)C21 (configuration not stated)
  FXIa single inh: 2.0; FXIIa inh: 5.1

> Cc1ccnc(N2C(=O)c3ccccc3C2O)c1 (configuration not stated)
  FXIa single inh: 10.2; FXIIa inh: 6.3

Other structures follow.
SMILES | FXIa single inh | FXIIa inh
CCOc1ccc(Nc2cc(=O)oc3ccccc23)cc1 | 4.1 | 3.5
CCOC(=O)c1ccc(N=c2sc(C(=O)OC)cc(=O)n2Cc2ccc3c(c2)OCO3)cc1 | 2.1 | 12.5
COC(=O)c1sccc1NC(=S)N1CC(C)CC(C)C1 (configuration not stated) | -1.0 | -1.6
COc1ccc(CCC(=O)Nc2cc(Cl)ccc2OC)cc1 | 4.6 | -0.1
O=C(CNC1CCCCCC1)Nc1ccccc1N1CCCCC1 | 5.2 | 2.3
Cc1ccc(CNS(=O)(=O)c2cn(C)cn2)cc1 | -4.5 | -2.7
O=C(NC1C(=O)NNC1c1ccccc1)c1ccccc1 (configuration not stated) | 5.1 | 11.9
S=c1[nH]nc(Cc2sc(-c3ccccc3)nc2-c2ccccc2)o1 | 1.3 | -4.0
COc1ccc(-c2nc(CSCC(=O)NC3CCCc4ccccc43)c(C)o2)cc1OC (configuration not stated) | 7.5 | 10.1
CCc1ccc(N(C(=O)c2csnn2)C(C(=O)NCc2ccccc2)c2ccco2)cc1 (configuration not stated) | -5.1 | 3.7
CCOC(=O)C(C)Oc1ccc(C2NC(=O)NC(C)=C2C(C)=O)cc1Br (configuration not stated) | -2.4 | 10.0
O=C(c1ccc(C#CC2(O)CCCCC2)cc1)N1CCN(C(c2ccccc2)c2ccccc2)CC1 | 2.1 | 1.2
CC(=O)NCCn1ccc2ccccc21 | -1.6 | 1.5
COc1ccc(-c2nc(-c3ccccc3)c(-c3cc([N+](=O)[O-])ccc3C)[nH]2)cc1O | 29.9 | -12.1
C=CCNc1sc(C(=O)c2ccc(Br)s2)c(N)c1C#N | -9.3 | 5.4
CC(Sc1ccccn1)C(=O)Nc1ccccc1 (configuration not stated) | 34.1 | -14.4
Cc1nn(-c2ccccc2)c(Cl)c1/C=N/Nc1ccc(S(=O)(=O)Nc2ccccc2C(=O)O)cc1[N+](=O)[O-] | 27.9 | -12.0
COC(=O)c1cn(CC(=O)N2CCCCC2C)c2ccccc12 (configuration not stated) | -6.3 | 4.8
Cc1ccc(N(C)C(=O)N2CCN(S(=O)(=O)c3c(C)cc(C)cc3C)CC2)cc1 | 14.9 | -14.3
COc1ccc(/C=C2/SC(=S)N(n3c(C)ccc3C)C2=O)cc1 | -0.6 | 0.6
Cc1c(C(=O)N2CCN(c3ccccn3)CC2)sc2ncnc(N3CCOCC3)c12 | -3.4 | 8.6
CNC(=O)c1cc2cc(OC)ccc2n1CCN(Cc1ccccc1)Cc1ccccc1 | -4.3 | 14.1
Brc1ccc(-c2nc(N/N=C/c3cccnc3)c3ccccc3n2)cc1 | -0.1 | 9.5
O=C(CSc1nnc(-c2ccc(Cl)cc2Cl)n1C1CCCCC1)NC1CCS(=O)(=O)C1 (configuration not stated) | -6.9 | 0.5

Among those listed so far, 4 contain a cyano group.
SMILES | FXIa single inh | FXIIa inh
N#C/C(=C(\O)Cc1ccccc1)c1nc2ccccc2[nH]1 | 13.1 | -12.8
N#C/C(=C\c1ccccc1)c1n[nH]c(Cn2cncn2)n1 | 2.6 | 3.7
CCOC(=O)Cc1[nH]nc2c1C(C1C=CCCC1)C(C#N)=C(N)O2 (configuration not stated) | 2.8 | 3.7
C=CCNc1sc(C(=O)c2ccc(Br)s2)c(N)c1C#N | -9.3 | 5.4

(more compounds)
SMILES | FXIa single inh | FXIIa inh
COC(=O)c1ccccc1Sc1c(/C=N/OCc2ccc(Cl)cc2)c(C(F)(F)F)nn1C | 7.1 | 5.7
CN(C)CCNC(=O)C1CC(=O)N(c2ccc(F)c(Cl)c2)C1 (configuration not stated) | -4.1 | 2.5
COC(=O)C1=C(C(=O)OC)C2(OC1c1ccc(Br)cc1)C(=O)c1ccccc1C2=O (configuration not stated) | -1.7 | 5.6
O=C(Nc1ccc(CN2CCOCC2)cc1)c1ccc(-c2ccc(Br)cc2)o1 | -3.8 | 2.4
CCCc1cc(=O)[nH]c(SCc2ccccc2)n1 | -0.3 | 8.1
Cc1cc2c(cc1C)CSC(c1ccc(O)cc1)SC2 | 30.4 | -12.9
CC(=Nc1ccccc1)C1=C(O)COC1=O | -2.2 | 8.5
Cc1ccn2cc(-c3cnoc3C)nc2c1 | -6.7 | 4.5

Source: PubChem BioAssay
